RXFP1 agonist = activates the human relaxin receptor RXFP1 | 370,000 tested, 0.3% active | Potency, µM (titrated, usually from 57.5 µM), without a hit: top-dose activation, actives largely listed as activators | HEK293T-RXFP1 cAMP TR-FRET, 30 min; response scale: percent of porcine relaxin response, buffer zero; also: potency is read from the fitted curve at half-maximal effect; % is scaled to controls: 0 for no effect and ±100 for the full control effect; nearly all actives have a fitted effect of over 60% in size; many of its hits are not listed in these tables
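HEK293 cells stably expressing RXFP1, treated 30 min at 37C with compounds plus PDE4 inhibitor Ro 20174; cAMP measured by HTRF TR-FRET. Normalized to buffer and 29 nM porcine relaxin; EC50 by Hill fit.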
TRHR PAM = TRH receptor (human) allosteric enhancement. TRHR cells, fluo-8 calcium fluorescence, EC20 TRH enhancement. enhancement, % at 2 µM. 360,000 tested, 0.66% active. AID 493056; in the data active = enhancement above about 30%; also: 0% is about no effect
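TRHR-expressing cells loaded with fluo-8 calcium dye were read kinetically (ex 480/em 530) during compound addition, then stimulated with an EC20 of TRH (10 nM final). Enhancement of the Gq-mediated intracellular calcium response was scored.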
D1 antagonist = human D1 dopamine receptor antagonism. AID 504652. HEK293 TREx D1 cells, calcium flux, dopamine EC80; stronger effect = lower value. activity change, negative = inhibition, % at 10 µM. 360,000 tested, 3.2% active; in the data active = activity change below about -30%; also: % is scaled to controls: 0 for no effect and ±100 for the full control effect
Target sequence (P21728 whole entry, looked up): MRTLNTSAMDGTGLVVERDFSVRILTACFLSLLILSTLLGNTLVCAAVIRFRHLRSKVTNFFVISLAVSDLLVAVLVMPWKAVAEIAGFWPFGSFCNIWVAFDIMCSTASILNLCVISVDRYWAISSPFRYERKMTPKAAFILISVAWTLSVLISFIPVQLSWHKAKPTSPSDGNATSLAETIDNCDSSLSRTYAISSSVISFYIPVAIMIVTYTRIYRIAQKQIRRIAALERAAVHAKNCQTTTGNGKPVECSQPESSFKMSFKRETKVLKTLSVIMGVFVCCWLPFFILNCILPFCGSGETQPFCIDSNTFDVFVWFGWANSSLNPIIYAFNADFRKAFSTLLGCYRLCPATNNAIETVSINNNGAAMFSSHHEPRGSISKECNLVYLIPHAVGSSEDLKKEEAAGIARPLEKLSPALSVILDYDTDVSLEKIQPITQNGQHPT
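Kinetic fluorescence of a calcium dye serves as the read-out. D1-expressing Hek293 Trex cells, induced overnight at 30 C, are exposed to compound for 180 s before an EC80 dopamine addition, then read 180 s further.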
Apoferritin bind = candidate novel general anesthetic via apoferritin binding | 350,000 tested, 0.074% active | Potency, µM (titrated, usually from 77.5 µM), for inactives: at the highest dose activity change, negative = displacement, hits mostly inhibitors | AID 485281 | P02791 | apoferritin/1-aminoanthracene competitive binding, fluorescence; also: potency is read from the fitted curve at half-maximal effect; % is scaled to controls: 0 for no effect and ±100 for the full control effect; nearly all actives have a fitted effect of over 20% in size
Target sequence (P02791 2-175 limits assumed): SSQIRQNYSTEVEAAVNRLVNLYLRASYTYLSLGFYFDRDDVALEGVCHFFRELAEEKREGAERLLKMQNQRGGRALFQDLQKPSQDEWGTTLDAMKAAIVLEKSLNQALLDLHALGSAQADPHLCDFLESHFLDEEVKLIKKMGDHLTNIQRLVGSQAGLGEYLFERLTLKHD
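Horse-spleen apoferritin (10 uM) in 50% saturated 1-aminoanthracene in PBS was incubated 10 min at room temperature with compound. Fluorescence (ex 380, em 535 nm) was normalized to free and bound 1-AMA, with concentration-response fitted by a four-parameter Hill equation.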
D1 ag = agonists of human D1 dopamine receptor. activation, % at 2 µM. HEK293 T-REx D1 cells, calcium flux, agonist mode. 360,000 tested, 1% active; in the data active = activation above about 30%; also: 0% is about no effect
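Agonism was scored from calcium flux recorded over 180 s (1 read/s) after pintool compound addition, following a 10-cycle baseline. Cells were inducible force-coupled HEK293 TREx D1, plated overnight at 30 C and loaded with no-wash calcium dye.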
TRHR ag = agonists of human TRH receptor. P34981. TRHR cells, calcium flux fluo-8, FDSS agonist mode. activation, % at 2 µM. 360,000 tested, 0.18% active. AID 493084; in the data active = activation above about 30%; also: 0% is about no effect
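Fluo-8-loaded TRHR cells; 10 s baseline, compound added, kinetic Ca2+ fluorescence read 1/s, agonist mode.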
RXFP1 antag = blocks the human relaxin receptor RXFP1. HEK293-RXFP1, relaxin-stimulated cAMP HTRF, 30 min; stronger effect = lower value. AID 1259400. Q9HBX9. activity change, negative = inhibition, % at 57.5 µM. 350,000 tested, 0.59% active;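 active = activity change of -60% or lower, but not beyond a set lower limit; inconclusive = change between -60% and -40%, or beyond the set limit; inactive = change above -40%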; also: % is scaled to controls: 0 for no effect and ±100 for the full control effect
D1 PAM = enhances dopamine response at the human D1 receptor; potentiation, % at 10 µM; 360,000 tested, 0.036% active; HEK293 TREx D1 cells, calcium flux, dopamine EC20 potentiation; in the data active = potentiation above about 30%; also: 0% is about no effect
D2 PAM = positively modulates the human D2 dopamine receptor allosterically. potentiation, % at 10 µM. P14416. AID 485347. 340,000 tested, 0.34% active. HEK293 T-REx D2, calcium flux, EC20 dopamine potentiation;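 active = potentiation over 3 SD above the plate norm, cut at about 30% in these data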; also: 0% is about no effect
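Using a no-wash calcium dye in inducible, force-coupled HEK293 Trex cells expressing D2, we tracked fluorescence each second for 180 s after compound, then for 180 s after EC20 dopamine to detect augmented signalling.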
Numbers without * were called inactive; ? = inconclusive; · = no result given. Unless noted, calls follow the shape of the dose curve; as a rule, active = well fitted curve in the direction sought with a large enough effect; inconclusive = small, poorly fitted or top-dose-only effect, or another doubt; inactive = no such curve, though single readings can be large; an effect the other way counts as inactive or inconclusive.

(1) COc1ccccc1CNC(=O)COC(=O)c1nc(Cl)ccc1Cl
(2) CCOc1ccc(NC(=O)/C(=C\c2ccc(OC(C)=O)c(OC)c2)NC(C)=O)cc1
(3) COc1cc(CN(C)Cc2cc(=O)n3ccsc3n2)ccc1OC(F)F
(4) C=CCC1(O)C(=O)N2C(=C1C(=O)N1CCOCC1)c1ccccc1CC2(C)C (configuration not stated)
(5) COc1ccc2[nH]cc(C(=O)CCl)c2c1
(6) CCN1CCN(Cc2nc3c(c(=O)n(C)c(=O)n3C)n2CCc2ccccc2)CC1
compound no.	1	2	3	4	5	6
RXFP1 agonist	-0.4%	-0.4%	?	3.4%	0.7%	16%
TRHR PAM	1	1	-2	-7	-2	-1
D1 antagonist	-3	20	-24	-7	-11	12
Apoferritin bind	·	8%	-1%	-3%	5%	3%
D1 ag	2	0	6	2	8	3
TRHR ag	-0.2	-1.3	0.9	0.6	0.4	0.1
RXFP1 antag	7	-6	-9	-2	-27	-2
D1 PAM	2	-6	2	4	2	-2
D2 PAM	4	19	10	-7	5	·

2 of the compounds above, tab-delimited.
no.	canonical_smiles	RXFP1 agonist	TRHR PAM	D1 antagonist	Apoferritin bind	D1 ag	TRHR ag	RXFP1 antag	D1 PAM	D2 PAM
1	COc1ccccc1CNC(=O)COC(=O)c1nc(Cl)ccc1Cl	-0.4%	1	-3	·	2	-0.2	7	2	4
3	COc1cc(CN(C)Cc2cc(=O)n3ccsc3n2)ccc1OC(F)F	?	-2	-24	-1%	6	0.9	-9	2	10

The listing continues.
(7) Cc1cc(C(=O)CN2C(=O)C(=O)N(Cc3ccccc3)C2=O)c(C)n1CC1COc2ccccc2O1 (configuration not stated)
(8) Cc1ccc2c(c1)sc1nc(=O)n(-c3ccccc3)c(=O)n12
(9) O=C(Nc1ccc(C(=O)OCc2cc(=O)n3nc(C4CC4)sc3n2)cc1)c1cccc(F)c1
(10) O=C(Cn1c(CN2CCCCC2)nc2ccccc2c1=O)NC1CCCCC1
(11) CCOc1ccc2nc3sc(C(=O)N4CCN(C)CC4)c(N)c3cc2c1
(12) CC(C)NC(=O)c1ccc(-c2cc(C(F)(F)F)ccc2Cl)o1
compound no.	7	8	9	10	11	12
RXFP1 agonist	3.0%	4.5%	?	9.4%	3.5%	0.3%
TRHR PAM	1	-1	5	-4	1	0
D1 antagonist	2	18	3	-26	-8	-22
Apoferritin bind	-14%	1%	-6%	?	-12%	-1%
D1 ag	4	1	6	2	9	3
TRHR ag	0.5	-0.1	0.7	-1.3	3.7	-1.6
RXFP1 antag	-39	-11	-19	4	-18	0
D1 PAM	0	0	0	-5	-1	-5
D2 PAM	-8	-4	0	9	1	-7

Rewritten with values under each structure: 2 of the compounds above.
Order of results: RXFP1 agonist	TRHR PAM	D1 antagonist	Apoferritin bind	D1 ag	TRHR ag	RXFP1 antag	D1 PAM	D2 PAM
#8 Cc1ccc2c(c1)sc1nc(=O)n(-c3ccccc3)c(=O)n12
  4.5%	-1	18	1%	1	-0.1	-11	0	-4
#9 O=C(Nc1ccc(C(=O)OCc2cc(=O)n3nc(C4CC4)sc3n2)cc1)c1cccc(F)c1
  ?	5	3	-6%	6	0.7	-19	0	0

Continued.
(13) Cc1ccc(C(=O)NCc2ccc(Cl)c(Cl)c2)o1
(14) O=C(/C=C/c1ccco1)Nc1cccc(NC(=O)/C=C/c2ccco2)n1
(15) CN(Cc1ccccc1)S(=O)(=O)c1ccc(OCC(=O)N2CCC(C(N)=O)CC2)cc1
(16) Cc1ccc(C)c(C(=O)CC2(O)C(=O)N(C)c3ccccc32)c1 (configuration not stated)
(17) Cc1cc2ncn(S(=O)(=O)N(C)C)c2cc1C
(18) COCCn1c(=NC(=O)/C=C/c2ccccc2)sc2cc(NC(C)=O)ccc21
compound no.	13	14	15	16	17	18
RXFP1 agonist	1.8%	1.4%	0.0%	0.0%	3.7%	6.7%
TRHR PAM	-3	20	-9	4	-2	10
D1 antagonist	-2	-13	-2	4	-5	-20
Apoferritin bind	?	-9%	0%	-6%	?	3%
D1 ag	0	2	5	3	0	4
TRHR ag	-0.2	0.0	0.3	0.1	0.6	0.2
RXFP1 antag	-6	-10	8	-6	-5	-8
D1 PAM	2	-2	1	-2	-4	0
D2 PAM	12	-4	-2	5	13	2

(19) CCN1CCN(Cc2ccc(NC(=O)c3cc(NC(=O)C4=NN(c5ccccc5)C(=O)C4)cc(OC)c3)cc2C(F)(F)F)CC1
(20) CCOc1nc2cnccc2n(CC(=O)Nc2cccc(C)c2)c1=O
(21) Cc1ccc(-c2nc(CS(=O)CC(=O)N3CCN(c4ncccn4)CC3)c(C)o2)cc1 (configuration not stated)
(22) CCCn1c(N2CCN(S(=O)(=O)Cc3ccccc3)CC2)nc2ccccc21
(23) CC(=O)Nc1ccc(NC(=O)CSc2nnc3c4ccccc4n(C)c3n2)cc1
compound no.	19	20	21	22	23
RXFP1 agonist	-2.7%	5.3%	2.8%	1.5%	25%
TRHR PAM	2	-8	-3	0	-2
D1 antagonist	-7	2	-11	-4	-6
Apoferritin bind	1%	-7%	-5%	-12%	-1%
D1 ag	0	4	0	2	1
TRHR ag	-0.1	0.1	-0.6	-1.9	-1.0
RXFP1 antag	-19	4	3	-1	1
D1 PAM	0	0	6	-7	-7
D2 PAM	-5	-5	-10	-5	-2

Assay outcomes deposited in PubChem BioAssay by National Center for Advancing Translational Sciences (NCATS).

Not all compounds are listed; rates above refer to the full screens.
